PAFAH1B2 FP inh: PAFAH1B2 (human) inhibition; inhibition, % at 3.39 µM; 340,000 compounds, 1.2% hits; P68402; recombinant PAFAH1B2, FP-rhodamine activity probe, fluorescence polarization;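 active means inhibition above the mean of all tested compounds plus 3 SD, cut at about 24% in these data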;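 further: 0% = enzyme with DMSO and 100% = wells lacking PAFAH1B2; many of its hits are not listed in these tables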
LYPLA1 inh: blocks human lysophospholipase 1, a PME1 counter-screen | O75608 | recombinant LYPLA1, FP-Rh probe fluorescence polarization | inhibition, % at 5.9 µM | 320,000 compounds, 0.16% hits | AID 2174;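 active means inhibition above the mean of all tested compounds plus 3 SD, set per campaign, cut at about 14% in these data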;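 further: inhibitors block serine hydrolase probe labeling of LYPLA1 so polarization falls; 0% = enzyme with DMSO and 100% = wells lacking LYPLA1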
Target sequence (O75608 whole entry, looked up): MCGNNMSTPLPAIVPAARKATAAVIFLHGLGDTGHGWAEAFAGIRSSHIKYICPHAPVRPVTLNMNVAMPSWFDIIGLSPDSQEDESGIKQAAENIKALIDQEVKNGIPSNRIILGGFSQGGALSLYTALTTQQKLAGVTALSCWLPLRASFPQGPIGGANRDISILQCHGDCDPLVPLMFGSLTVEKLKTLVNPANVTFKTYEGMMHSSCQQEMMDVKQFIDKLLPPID
PAFAH1B3 inh: blocks human PAF acetylhydrolase 1B catalytic subunit 3. Q15102. recombinant PAFAH1B3, FP-rhodamine probe, fluorescence polarization. inhibition, % at 3.39 µM. 340,000 compounds, 0.28% hits;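 active means inhibition above the screen-wide average of all tested compounds plus 3 SD, cut at about 25% in these data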;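 further: 0% = enzyme with DMSO only and 100% = wells lacking PAFAH1B3 protein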
PME-1 primary: blocks human protein phosphatase methylesterase 1; Q9Y570; recombinant PME-1, FP-Rh probe fluorescence polarization; inhibition, % at 5.9 µM; 320,000 compounds, 0.53% hits; AID 2130;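 active means inhibition above the campaign mean of all compounds plus 3 SD, cut at about 26% in these data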;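 further: competitive labeling of PME-1 active site by serine hydrolase directed probe; 0% = PME-1 with DMSO and 100% = wells lacking PME-1 enzyme; inhibitors block probe labeling so polarization falls and inhibition rises; many of its hits are not listed in these tables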
PAD4 FP inh: inhibitors of human PAD4; Q9UM07; recombinant PAD4, RCA probe fluorescence polarization; inhibition, % at 6.36 µM; 330,000 compounds, 0.41% hits;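 active means percent inhibition above a cutoff equal to the mean of all tested compounds plus 3 SD, cut at about 15% in these data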;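 further: 0% = PAD4 with RCA probe and DMSO and 100% = probe without PAD4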
Target sequence (Q9UM07 whole entry, looked up): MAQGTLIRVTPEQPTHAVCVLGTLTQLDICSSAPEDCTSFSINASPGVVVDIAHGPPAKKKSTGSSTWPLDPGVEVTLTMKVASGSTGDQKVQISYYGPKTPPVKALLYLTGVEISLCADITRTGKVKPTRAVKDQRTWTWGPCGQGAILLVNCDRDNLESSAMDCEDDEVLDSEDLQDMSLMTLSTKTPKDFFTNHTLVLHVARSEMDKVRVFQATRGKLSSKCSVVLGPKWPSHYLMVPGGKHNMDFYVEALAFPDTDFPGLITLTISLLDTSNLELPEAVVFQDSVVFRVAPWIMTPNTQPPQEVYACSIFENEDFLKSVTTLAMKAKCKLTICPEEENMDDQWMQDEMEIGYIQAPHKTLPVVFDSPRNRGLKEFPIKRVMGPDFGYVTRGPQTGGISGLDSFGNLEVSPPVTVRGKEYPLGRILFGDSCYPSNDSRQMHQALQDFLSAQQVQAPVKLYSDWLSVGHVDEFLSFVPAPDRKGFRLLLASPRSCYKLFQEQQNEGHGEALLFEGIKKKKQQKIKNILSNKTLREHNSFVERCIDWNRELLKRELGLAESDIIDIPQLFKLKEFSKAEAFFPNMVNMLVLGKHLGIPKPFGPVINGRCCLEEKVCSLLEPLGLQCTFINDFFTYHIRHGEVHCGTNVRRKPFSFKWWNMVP
GSTO1 inh: counter-screen for RBBP9 inhibitors: inhibitors of human GSTO1. P78417. 300,000 compounds, 1.1% hits. recombinant GSTO1, activity-based probe fluorescence polarization. inhibition, % at 5.96 µM. AID 1974;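 active means inhibition above the campaign mean inhibition plus 3 SD, cut at about 35% in these data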;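 further: 0% = GSTO1-1 with DMSO and 100% = wells lacking GSTO1-1 enzyme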
PREPL inh: inhibits the human prolyl oligopeptidase-like enzyme | Q4J6C6 | recombinant PREPL, fluorescence polarization activity-based probe | inhibition, % at 5.96 µM | 320,000 compounds, 0.68% hits; in the data active means inhibition above about 43%;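 further: 0% = enzyme with DMSO and 100% = wells lacking enzyme; many of its hits are not listed in these tables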
pPAFAH FP inh: inhibitors of human plasma PAF acetylhydrolase (pPAFAH) | Q13093 | recombinant pPAFAH, FP-rhodamine probe fluorescence polarization | inhibition, % at 3.39 µM | 330,000 compounds, 1.5% hits;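 active means inhibition above the mean inhibition across the screen plus 3 SD, cut at about 25% in these data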;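 further: inhibitors block binding of the rhodamine activity-based probe so polarization drops; 0% = enzyme with DMSO and 100% = wells lacking pPAFAH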
LYPLA2 counter: LYPLA2 (human) inhibition in PME1 counter-screen; recombinant LYPLA2, FP-Rh probe fluorescence polarization; O95372; inhibition, % at 5.9 µM; 320,000 compounds, 0.38% hits;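 active means inhibition above the screen-wide mean plus 3 SD, limit set per campaign, cut at about 26% in these data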;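 further: 0% = LYPLA2 with DMSO and 100% = wells lacking LYPLA2 enzyme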
* = called active by the depositor; x = no result given. Only part of the results is shown (hit frequency here may not be typical).

SMILES,PAFAH1B2 FP inh,LYPLA1 inh,PAFAH1B3 inh,PME-1 primary,PAD4 FP inh,GSTO1 inh,PREPL inh,pPAFAH FP inh,LYPLA2 counter
COC(=O)Cn1c(O)c(N=NC(=O)CNC(=O)c2ccc3c(c2)OCCO3)c2ccccc21,-1,-1,8,-5,-2,12,3,2,1
COC(=O)c1cnc(SCc2ccc([N+](=O)[O-])cc2)n1C,x,-1,x,2,2,6,0,1,1
CN(C)c1ncc(C(=O)O)cn1,-1,1,5,-7,-6,-3,5,-5,-1
Cc1ccc(N(CC(=O)N2CCN(c3ccccc3F)CC2)S(=O)(=O)c2c(C)noc2C)cc1,-1,1,4,4,-7,-2,-2,-2,3
CCc1ccc2nc(NC(=O)c3cc(C)on3)sc2c1,8,-3,4,-12,-2,-6,-3,5,-2
CCC(C)(C(=O)NC1CCCCC1)N(C)C(=O)c1ccc2c(c1)OCO2 (centres undefined),-1,1,-11,-1,2,3,-8,-1,1
Cc1ccc(C(=O)NC(=S)Nc2ccc(N3CCOCC3)cc2)cc1,8,-4,6,6,-1,5,4,4,9
COc1ccc(OC)c(NC(=O)COC(=O)C2CCN(C(=O)c3ccc(Cl)cc3)CC2)c1,4,2,2,3,-2,4,-9,12,7
COc1cc(S(=O)(=O)N2CCOCC2)ccc1NC(=O)COC(=O)c1cc(OC)c(OC)c(OC)c1,6,x,8,x,0,x,14,-1,x
Cn1c(N)c(N2CCCCC2)c(=O)n(CC(=O)Nc2ccc(Cl)c(Cl)c2)c1=O,-2,0,11,7,-2,-4,3,10,14
CC(C)c1ccc(N(CC(=O)NCc2ccco2)C(=O)CCC(=O)Nc2nccs2)cc1,1,6,5,4,-2,3,-7,8,1
Nn1c(COc2ccccc2F)nnc1SCC(=O)NC1CCCCC1,0,1,5,-4,-4,2,5,-1,-1
O=C(/C=C/c1ccc(OC(F)F)cc1)Nc1cccc(S(=O)(=O)N2CCOCC2)c1,-4,-34,-10,-50,-2,-21,15,-2,-59
Cc1ccc(S(=O)(=O)CCC(=O)OCC(=O)c2c[nH]c3ccccc23)cc1,12,-3,7,5,-4,5,-12,7,0
COc1ccc(/C=N/n2c(-c3n[nH]c4c3CCC4)n[nH]c2=S)c(OC)c1OC,0,-1,-1,0,-1,9,1,-6,-12
COCCNC(=O)CS(=O)Cc1nc(-c2ccc(Cl)cc2)oc1C (centres undefined),1,-2,1,-6,1,-1,8,3,-1
CCOC(=O)c1c(CC(C)C)csc1NC(=O)C(C)C,5,-3,5,-2,-8,2,3,3,-5
N/C(=N\OC(=O)CCC1CCCCC1)c1cccc([N+](=O)[O-])c1,40*,-1,4,-3,0,2,5,10,11
CC(=O)CC(=O)Nc1ccc(Nc2ccccc2)cc1,1,-2,4,4,-2,6,3,7,10
Cn1c(=O)c2c(ncn2CC(O)CNc2cccc(Cl)c2)n(C)c1=O (centres undefined),4,0,11,0,-5,2,13,2,-1
Nn1cnnc1SC1CCCCC1NS(=O)(=O)c1ccccc1 (centres undefined),3,-1,-2,-1,3,7,15,2,-1
COc1ccccc1C(=O)NCC(=O)NCc1cc(=O)n(C)c(=O)n1C,-3,4,6,2,2,0,7,4,10
CC1CCCCN1CCCNC(=O)Cn1ncc2c([nH]c3ccccc32)c1=O (centres undefined),-2,-4,3,1,-3,4,23,-4,2
O=C(NC1(C(F)(F)F)NC(=O)N(Cc2ccco2)C1=O)c1cccnc1 (centres undefined),0,0,5,-5,0,7,16,4,4
CCCNC(=O)CS(=O)(=O)Cc1nc(-c2cccc(OC)c2)oc1C,3,3,-6,1,2,4,9,3,1
CCCOP(=O)(OCCC)c1c([N+](=O)[O-])cc(C(F)(F)F)cc1[N+](=O)[O-],5,3,7,3,-2,3,0,0,3
Cc1ccc(O)c(N=Cc2cccs2)c1,9,-3,7,9,-24,22,10,7,-6
COc1ccc(NC(=O)CN2CCN(c3ccccc3Cl)CC2)cc1,3,1,4,3,-6,0,10,-5,9
Cc1ccc(OCCNC(=O)CCc2nc3sc4c(c3c(=O)[nH]2)CCCC4)cc1,27*,-8,6,-2,-7,0,-5,18,-13
CC(C)(C)C(=O)CN1C(=O)NC2(CCCc3ccccc32)C1=O (centres undefined),3,-1,0,-2,-2,-1,-2,0,0
Cn1nnc(NC(=O)c2cccs2)n1,3,6,-1,2,-3,-5,1,-4,3
Cc1cccc2c(CCNC(=O)c3ccc([N+](=O)[O-])cc3)c[nH]c12,5,2,15,9,-3,1,6,8,7
Cc1c(C)c2ccc(OC(C)C(=O)NCc3ccccn3)cc2oc1=O (centres undefined),0,2,14,-2,-1,9,11,0,8
CCCN(c1ccccc1C(=O)O)S(=O)(=O)c1ccc2c(c1)n(C)c(=O)n2C,4,-2,0,-7,0,10,15,-1,0
O=[N+]([O-])c1ccc(NC(=S)N2CCCC2)cc1,5,5,13,-1,2,5,8,0,9
COc1ccc2ccccc2c1CN1CCCC(CO)C1 (centres undefined),1,-5,8,-3,-2,7,6,6,8
CCN(CC)C(=O)COCc1cc(-c2ccc3c(c2)OCO3)on1,1,-1,6,-6,-1,-2,-3,0,-3
O=C1CCN(Cc2ccccc2)S(=O)(=O)c2ccc(C(F)(F)F)cc21,5,0,11,4,2,x,-6,2,3
COc1ccccc1N(C(=O)Cn1nnc(-c2ccc(C)o2)n1)C(C(=O)NC1CCCC1)c1ccncc1 (centres undefined),-1,-2,-1,-6,-3,-1,0,6,-4
COc1cc(/C=C2/C(=O)CNC2=O)ccc1O,-1,-4,-6,0,-4,1,0,0,-6
C=CCn1c(C)cc(C2=NNC(=NCC)SC2)c1C,-1,3,-3,-3,-4,10,12,5,8
O=C(O)C1C2C=CC(C2)C1C(=O)OCc1ccccc1 (centres undefined),5,-1,7,-1,2,2,4,3,4
COc1ccc([N+](=O)[O-])cc1NC(=S)NC(C)=O,4,0,8,3,-4,-4,4,3,4
Cn1c(SCC(=O)NC(c2ccccc2)c2ccccc2)nnc1-c1cccs1,-1,0,1,3,-3,-1,-13,4,1
C=CCOc1c(Br)cc(CNn2nnnc2N)cc1OC,5,3,-2,-3,0,-6,-2,3,-1
COc1ccc(N=c2ssnc2Cl)cc1,3,-1,3,-10,3,8,17,3,6
COc1ccc(N2CCN(C(=O)c3cc(=O)c4cc(C)c(C)cc4o3)CC2)cc1,1,0,-6,10,-4,4,-31,1,5
CSc1ccccc1C(=O)NCC1CCCO1 (centres undefined),6,-1,5,-1,0,-4,10,2,-2
NS(=O)(=O)c1ccc(CCNS(=O)(=O)c2ccc(Cl)nc2)cc1,5,-2,2,-7,-1,-1,-4,4,-1
CC(C)NS(=O)(=O)c1ccc(NC(=O)CCc2ccccc2)cc1,3,0,1,14,2,1,5,-2,0
CC1(C(=O)O)CCC(C(=O)NC2CCCCCC2)C1(C)C (centres undefined),2,2,10,4,-1,0,-24,-2,10
Cc1nccn1-c1ncnc2sc3c(c12)CCCC3,-1,1,3,-2,2,11,-3,2,-4
CCCNc1nc(C)c(C(C)=O)cc1C#N,4,4,8,-8,2,-1,4,-2,8
Cc1ccc(OC(C)c2nnc(N)s2)cc1Cl (centres undefined),3,0,-5,-6,3,3,-6,4,4
Cc1cccc(NC(=O)NCCc2c[nH]c3ccccc23)c1,6,0,7,19,4,2,-4,11,2
Cc1cc(Cl)c(S(N)(=O)=O)cc1OCC(=O)NC1CCCCC1,0,1,-8,6,1,0,13,0,8
O=C1c2oc3ccccc3c(=O)c2C(c2cccc(O)c2)N1CCCN1CCOCC1 (centres undefined),6,6,11,-1,2,4,5,1,9
NS(=O)(=O)c1cccc(NC(=S)NC(=O)C23CC4CC(CC(C4)C2)C3)c1,16,-4,4,-2,6,-4,-4,5,3
CN(CC(=O)Nc1ccc(F)c(F)c1F)C(=O)C1=COCCO1,7,-2,6,2,3,-2,6,3,-3
N=c1ncn(Cc2ccccc2)c2nc(SCCOc3ccccc3)[nH]c12,4,-2,9,-5,4,0,7,6,-12

Additional structures
SMILES,PAFAH1B2 FP inh,LYPLA1 inh,PAFAH1B3 inh,PME-1 primary,PAD4 FP inh,GSTO1 inh,PREPL inh,pPAFAH FP inh,LYPLA2 counter
COC(=O)c1cc(S(=O)(=O)N(C)c2ccc(C)c(C)c2)c[nH]1,5,1,7,6,1,-1,-2,0,1
Cc1[nH]n(-c2cccc(Cl)c2)c(=O)c1C=NCC(C)C,2,-1,3,-3,3,5,7,4,5
COc1ccc(C(=O)C(OC(=O)c2ccccc2Cl)c2ccccc2)cc1 (centres undefined),-2,-1,-8,-9,2,1,-3,2,-2
CCOC(=O)NC(=O)CSc1nc(C)cc(C(F)(F)F)c1C#N,3,-1,-5,6,-7,-1,2,3,1
Cc1cccc(NC(=O)c2ccc(COc3ccc(Cl)cc3Cl)o2)n1,3,-14,10,-11,-1,0,-31,4,-8
CC(CC(=O)O)C(=O)c1ccc(Cl)c([N+](=O)[O-])c1 (centres undefined),2,0,6,7,-7,16,8,3,4
O=C1c2cccc3cccc(c23)N1CN1CCN(c2ccccn2)CC1,1,-1,8,4,0,0,1,-3,0
c1ccc(-c2nnc3sc(CN4CCc5ccccc54)cn23)cc1,5,0,4,3,7,6,34,9,-1
Cc1ccc(S(=O)(=O)N2CCCCC2)cc1NC(=O)CSc1nccn1C,-2,-1,11,-7,-4,4,-1,4,2
CCCCN(C(=O)c1cccs1)c1c(N)n(Cc2ccccc2)c(=O)[nH]c1=O,6,x,8,x,-6,x,5,-3,x
CCc1cc2c(C)cc(=O)oc2cc1Oc1ncccc1[N+](=O)[O-],x,-4,x,0,1,13,-6,1,-3
CC1CCN(CCOc2ccccc2-c2ccccc2)CC1,3,0,4,1,-1,0,6,8,-1
COc1ccc(NC(=O)Nc2ccccc2F)cc1,1,-1,16,10,-6,17,2,6,2
O=C1Nc2cc(C(=O)NCCCN3CCCC3)ccc2S/C1=C\c1ccccc1,0,-6,-4,-6,1,-29,-13,6,-7
CC(NS(C)(=O)=O)C(c1cccs1)N1CCN(C)CC1 (centres undefined),7,-2,7,-5,-4,-1,2,3,-2
Cc1ccc(/C=C2\CCC(C3CCCC3)C2=O)cc1 (centres undefined),2,1,14,0,-1,2,-3,4,7
CCN(CC)CCN1C(=O)C(=O)/C(=C(/O)c2ccc(F)cc2)C1c1cccnc1 (centres undefined),0,-2,-2,2,0,-2,2,-3,3
COc1ccc2cc(CCNC(=O)c3ccc(Br)o3)c(=O)[nH]c2c1,3,0,-3,-2,4,1,-7,4,-6
Cc1ccccc1/C=N/NC(=O)c1sccc1C,4,2,12,-1,-2,-2,-6,3,-1
Cc1noc(C(=O)N(C)c2ccccc2)c1Cl,3,0,-1,0,-4,-6,-6,0,2
O=S(=O)(NCCOc1ccccc1Cl)c1ccc2oc3ccccc3c2c1,6,-24,-2,-43,5,-12,-85,-6,-45

Source: PubChem (The Scripps Research Institute Molecular Screening Center)
